# Source: PubChem BioAssay
# MLLE-PAM2 inh = blocks PAM2 peptide binding to the PABP1 MLLE domain | AID 588489 | inhibition, % at 20 µM | actives 0.36% (n = 360,000) | GST-MLLE / FITC-PAM2 fluorescence polarization; in the data active = inhibition above about 35%, passing the limit was not always enough;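 also: plate controls were DMSO wells with GST-MLLE for no effect and wells lacking GST-MLLE protein for full effect; some results filed as inactive read as strong as hits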
# STEP inh = inhibitors of human striatal-enriched phosphatase STEP; P54829; recombinant STEP, OMFP fluorogenic substrate, fluorescence; inhibition, % at 20 µM; actives 0.25% (n = 360,000); AID 588621;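 active = inhibition at 20 µM, scaled per plate between control wells, above about 37%, limit read from the data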;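 also: 0% = DMSO with enzyme and substrate and 100% = substrate only without enzyme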
# Target sequence (P54829 whole entry, looked up): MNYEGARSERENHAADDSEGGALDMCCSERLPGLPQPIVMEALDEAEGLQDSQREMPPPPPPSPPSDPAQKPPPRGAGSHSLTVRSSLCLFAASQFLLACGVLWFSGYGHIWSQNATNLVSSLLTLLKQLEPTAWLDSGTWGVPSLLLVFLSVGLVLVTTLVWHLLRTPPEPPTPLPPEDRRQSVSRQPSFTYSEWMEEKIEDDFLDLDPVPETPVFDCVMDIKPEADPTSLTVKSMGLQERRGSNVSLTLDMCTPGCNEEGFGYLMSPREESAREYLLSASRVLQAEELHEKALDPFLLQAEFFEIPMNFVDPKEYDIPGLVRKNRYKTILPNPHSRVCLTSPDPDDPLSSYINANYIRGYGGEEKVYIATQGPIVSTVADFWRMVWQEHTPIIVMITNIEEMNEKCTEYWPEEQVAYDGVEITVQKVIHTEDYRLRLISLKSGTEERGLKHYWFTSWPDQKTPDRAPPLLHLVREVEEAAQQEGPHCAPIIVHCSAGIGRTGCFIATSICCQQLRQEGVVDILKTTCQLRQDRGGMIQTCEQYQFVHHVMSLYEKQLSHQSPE
#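 Assay system: isolated STEP enzyme. Buffer or medium: pH 6.0 Bis-Tris with DTT and Tween 20. Also added: fluorogenic phosphatase substrate OMFP at 25 µM final. Dosing: 20 µM, 1% DMSO. Timing: 20 min reaction, room temperature, in the dark. Measured by: fluorescence intensity, excitation 480 nm, emission 540 nm. Evaluation: normalized % inhibition.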
# Rpn11 inh = Rpn11 (human) deubiquitinase inhibition | O00487 | human 26S proteasome, Ub4-pepOG fluorescence polarization; 20S core pre-blocked with epoxomicin | calls only at 20 µM | actives 0.59% (n = 360,000);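 active = inhibition at 20 µM, scaled to each plate's controls, above about 33%, limit read from the data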
# Target sequence (O00487 whole entry, looked up): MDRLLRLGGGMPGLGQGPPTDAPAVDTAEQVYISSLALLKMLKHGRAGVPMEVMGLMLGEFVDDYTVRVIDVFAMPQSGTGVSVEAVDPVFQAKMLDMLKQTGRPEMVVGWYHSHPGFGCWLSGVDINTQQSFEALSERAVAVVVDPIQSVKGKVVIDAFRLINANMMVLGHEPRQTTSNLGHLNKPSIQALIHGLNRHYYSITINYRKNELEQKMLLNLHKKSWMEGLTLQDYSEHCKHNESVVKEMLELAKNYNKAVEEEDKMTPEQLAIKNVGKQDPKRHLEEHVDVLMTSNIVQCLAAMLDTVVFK
# CSN inh = CSN deneddylation inhibition | actives 0.38% (n = 360,000) | AID 651999 | Q92905 | Purified CSN, SCF-Nedd8-OG deneddylation, fluorescence polarization | inhibition, % at 12.5 µM;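 active = pattern-corrected inhibition above about 35%, with an unprinted fluorescence ratio check between 0.5 and 1.5, limit read from the data, passing the limit was not always enough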;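 also: 0% = enzyme with substrate and 100% = substrate without enzyme; some results filed as inactive read as strong as hits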
#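 test system = HEK293T-derived human Csn5 enzyme | amount = 0.24 nM Csn5 enzyme, final concentration | medium = Tris/NaCl/DTT buffer, pH 7.5 | schedule = 90 min reaction at room temperature | signal = FP | evaluation = inhibition of Csn5 cleavage, % | compound dosing = single dose of 12.5 µM compound with 0.25% DMSO | probe or stimulus = 10 nM SCFSkp2-Nedd8OG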
# LMPTP inh = LMPTP (human) inhibition; recombinant LMPTP-A, OMFP fluorogenic substrate, fluorescence intensity; inhibition, % at 20 µM; actives 0.22% (n = 360,000); AID 651560;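 active = compounds that cut the enzyme signal by at least half of the control window in the single-dose screen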;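 also: plate controls were DMSO wells with enzyme plus substrate for no effect and substrate without enzyme for full effect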
# Target sequence (P24666 whole entry, looked up): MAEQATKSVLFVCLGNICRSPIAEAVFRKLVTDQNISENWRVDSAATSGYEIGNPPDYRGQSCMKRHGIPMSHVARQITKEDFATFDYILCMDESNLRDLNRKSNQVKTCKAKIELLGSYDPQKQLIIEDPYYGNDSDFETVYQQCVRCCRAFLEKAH
#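 Test system: LMPTP-A phosphatase enzyme. Amount: LMPTP-A at 0.625 nM final in the reaction. Reagent: OMFP substrate, 400 µM final. Times: 50 min at room temperature. Signal: endpoint fluorescence intensity from OMFP dephosphorylation. Read-out basis: % inhibition. Benchmarks: no-enzyme and uninhibited controls.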
# SUMO1 PPI mod = modulators of human SUMO1-mediated protein-protein interactions. SUMO1 binding to a labelled peptide, TR-FRET, 1 h. inhibition, % at 20 µM. actives 0.33% (n = 360,000); in the data active = inhibition above about 37%
# DNMT1 inh = inhibitors of human DNMT1 | P26358 | DNMT1 molecular beacon, Hinp1I cleavage, fluorescence | inhibition (reported as % activation of signal), % at 10 µM | actives 0.83% (n = 360,000); in the data active = inhibition above about 50%
# NadD block = NadD (S. aureus) enzyme inhibition; purified NadD enzyme, colorimetric absorbance read-out; actives 0.78% (n = 360,000); inhibition, % at 20 µM; in the data active = inhibition above about 26%; also: some compounds past the cut are filed as inactive
# TbMetRS inhib = blocks T. brucei methionyl-tRNA synthetase activity; AID 624268; inhibition, % at 11.9 µM; purified T. brucei MetRS, ATP depletion, Kinase-Glo luminescence; actives 0.4% (n = 360,000);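 active = inhibition above a per-plate cutoff of the control wells' mean inhibition plus 3 SD, cut at about 5.5% in these data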;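 also: 0% = DMSO wells median and 100% = median of wells with control inhibitor compound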
#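 Material: T. brucei methionyl-tRNA synthetase, purified; reagent: substrates ATP, L-methionine and bulk Escherichia coli tRNA; dosing: 11.9 µM single point; timing: 15 min plus 2 h at 25 °C; detection: luminescence of leftover ATP; evaluation: % inhibition; control set: DMSO-only wells as low control; replicates: singlicate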
# Scp1 inh = inhibitors of human Scp-1 phosphatase; Q9GZU7; Recombinant Scp1, phosphopeptide, malachite green phosphate absorbance; inhibition, % at 20 µM; actives 0.88% (n = 340,000);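 active = inhibition above about 50% at 20 µM, limit read from the data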;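 also: plate controls were DMSO wells with enzyme for no effect and wells lacking enzyme for full effect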
#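 assay system = SCP-1 phosphatase catalytic domain, residues 76-261 | buffer or medium = 50 mM Tris acetate pH 5.5, 0.005% Tween-20, 10 mM MgCl2 | incubation = enzyme reaction 45 min at room temperature, colour 5 min, stabilisation 30 min | signal = Phosphate-binding colour reagent, absorbance read at 630 nm | measure = % inhibition at 20 µM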
# An asterisk follows results filed as active; i = inactive; . = not tested or not shown; & = joins results of further samples.
SMILES,MLLE-PAM2 inh,STEP inh,Rpn11 inh,CSN inh,LMPTP inh,SUMO1 PPI mod,DNMT1 inh,NadD block,TbMetRS inhib,Scp1 inh
Cc1cccc(NC(=O)/C(C#N)=C/c2ccc(Cl)cc2)n1,-6,2,i,-1,-1.0,-2,0,-1,0.1,-10
CCOC(=O)CSc1nnc(NC(=O)c2cccc(S(=O)(=O)N3CCCCC3)c2)s1,14,-2,i,3,-1.6,2,-4,2,0.5,1
N#CCc1nc(CSc2nc3ccccc3s2)cs1,-1,-1,i,0,1.9,5,-15,-3,-0.4,3
CC1(C)c2[nH]c3ccccc3c2C[C@H]2C(=O)N(Cc3cccc(F)c3)C(=O)N21,-1,0,i,-5,1.3,-1,-1,-10,0.0,0
CCCCCNC(=O)Cc1cc(=O)[nH]c(=O)[nH]1,7,2,i,2,-2.3,1,2,3,0.2,-14
CCOc1ccc(C(c2nnnn2Cc2ccccc2)N2CCN(C(=O)c3ccco3)CC2)cc1 (centres undefined),0,3,i,2,-1.8,-3,-7,6,-0.8,-8
CC(C)C[C@H](NC(=O)c1[nH]cnc1C(=O)Nc1ccccc1)C(=O)OC(C)(C)C,4,0,i,-2,3.0,1,-1,-2,-0.3,-5
CCCCNCCS(=O)(=O)NCc1ccccc1OC,7,0,i,-4,0.0,4,-2,-2,-1.1,4
Cc1ccc(C(=O)ONc2ccc(N=O)cc2)cc1,4,2,i,1,0.0,20,4,0,0.1,-7
COc1ccc(O)c(/C=N/N=C/c2cccc([N+](=O)[O-])c2)c1,3,1,i,4,2.3,-1,10,7,-0.6,-5
COC(=O)c1ccc(C(=O)OC)c(NC(=S)N2CCN(c3ccccn3)CC2)c1,-27,2,i,-7,-1.1,-2,3,-9,-0.7,-7
CCN(CC)CCNC(=O)c1ccc(Sc2ccc(Cl)cc2)c(NC(C)=O)c1,1,-3,i,-8,-1.1,-1,0,-12,0.2,-5
N/C(CN1CCCC1=O)=N\OC(=O)c1ccc(Cl)cc1,-10,-3,i,-5,-0.7,-1,-1,-1,-0.3,-6
O=C(Cc1ccc([N+](=O)[O-])cc1)c1c(O)cc(O)cc1O,8,-1,i,3,2.7,-21,-17,-9,1.7,-27
CCCn1nnc(NC(=O)/C=C/c2ccco2)n1,1,-2,i,4,-1.3,-7,5,-3,-0.1,4
Cc1ccccc1CS(=O)(=O)CCC(=O)NCCN1CCN(c2cccc(Cl)c2)CC1,6,-2,i,2,-0.5,1,-5,-6,-0.8,-4
Cc1ccc(Cc2cnc(NC(=O)/C(C#N)=C/c3ccc(-c4cccc([N+](=O)[O-])c4)o3)s2)cc1,-25,4,i,0,-0.7,-9,43,51*,-0.9,2
COc1ccc(C2=NN(C(=O)CCC(=O)O)C(c3ccc(OC)cc3)C2)cc1 (centres undefined),-1,1,i,-4,2.0,-3,1,-6,-0.7,-10
COC(=O)/C(C#N)=C/c1cc(C)sc1C,3,-2,i,3,-0.1,-19,-3,-2,-0.4,-11
CC(=O)Nc1cccc(C(=O)N/N=C/c2c[nH]c3ccccc23)c1,-1,-2,i,1,-1.2,-10,-1,-7,0.6,-15
N=c1sccn1CC(=O)Nc1cccc(S(=O)(=O)N2CCCCCC2)c1,-66,2,i,2,0.5,-2,-1,7,-0.1,0
O=C(NC(=S)Nc1ccccc1Br)C1CCC1,31,1,i,-2,-0.8,3,1,-9,0.3,-7
c1ccc(OCCOc2ncnc3ccccc23)cc1,-9,0,i,-4,-0.4,2,7,0,-0.3,-6
CCOc1ccc(NC(=O)CN(C)C(=O)c2nc3nc(C)cc(C)n3n2)cc1OCC,7,-1,i,-1,-0.7,0,0,6,-0.5,-5
CCN(C(=O)CN1CCCCC1)c1c(N)n(Cc2ccccc2)c(=O)[nH]c1=O,-29,2,i,-1,-0.2,2,3,0,-0.4,-12
Cc1ccc(S(=O)(=O)NCC(=O)OC(C)C(=O)NC2CCCCC2C)cc1C (centres undefined),-16,-2,i,2,0.0,1,2,-3,-0.5,-4
CC(=O)Nc1ccc(NC(=O)c2c([N+](=O)[O-])c(C(C)(C)C)nn2C)cc1,-4,-3,i,2,-0.5,-7,-3,-1,-0.1,8
Cc1ccc(C(C)NC(=O)/C(C#N)=C\c2c(C)[nH]c3ccccc23)cc1 (centres undefined),-5,2,i,2,2.5,-1,-11,-4,-0.6,-13
COc1ccc(/C=C/C(=O)c2ccccc2O)cc1,-3,0,i,6,0.6,-5,5,-9,-0.2,-11
CCN1CCN(C(=O)CS(=O)(=O)Cc2nc(-c3cccc(OC)c3)oc2C)CC1,0,-3,i,-1,-1.3,-1,2,1,-0.2,7
C/C(N)=C(/C#N)C(=O)CSc1nnc(Nc2cccc(C)c2C)s1,-11&-43,0&-5,i,8&-6,1.9&-0.2,2&2,-6&-2,2&7,-0.5&-0.7,8&2
O=C(N[C@@H](Cc1ccc(Br)cc1)C(=O)O)OCC1c2ccccc2-c2ccccc21,-11,-1,i,5,1.2,23,1,1,-0.3,-8
CC(=O)Nc1cccc(-c2ccnc3c2CC(C(=O)NCc2cccc(Cl)c2)O3)c1 (centres undefined),5,-3,i,-3,0.9,4,-4,1,0.8,.
Cc1ccc(NC(=O)CN(C)C(=O)c2ccc(Cl)c([N+](=O)[O-])c2)cc1,-16,-2,i,-4,-1.1,-14,-1,-2,36*,0
CCS(=O)(=O)/N=C(\N)c1ccccc1,-4,-2,i,-6,-0.2,3,2,-3,-0.3,-3
C=CCn1c(SCC(=O)Nc2ccc(C(=O)OCC)cc2)nnc1-c1cccs1,11,5,i,4,0.4,6,1,0,0.1,-5

# Next section; the last 3 above are carried over.
SMILES,MLLE-PAM2 inh,STEP inh,Rpn11 inh,CSN inh,LMPTP inh,SUMO1 PPI mod,DNMT1 inh,NadD block,TbMetRS inhib,Scp1 inh
Cc1ccc(NC(=O)CN(C)C(=O)c2ccc(Cl)c([N+](=O)[O-])c2)cc1,-16,-2,i,-4,-1.1,-14,-1,-2,36*,0
CCS(=O)(=O)/N=C(\N)c1ccccc1,-4,-2,i,-6,-0.2,3,2,-3,-0.3,-3
C=CCn1c(SCC(=O)Nc2ccc(C(=O)OCC)cc2)nnc1-c1cccs1,11,5,i,4,0.4,6,1,0,0.1,-5
CCN(CC)CC#CC(O)(c1ccccc1)c1ccccc1,0,4,i,-7,3.8,5,2,1,-0.3,-1
CC(C)N(Cc1ccccc1)C(=O)COC(=O)c1ccc(O)cc1,5,-2,i,-3,-0.6,-3,-1,0,-0.4,-1
COc1ccc(S(=O)(=O)c2cnc3ccc(OC)cc3c2N2CCC3(CC2)OCCO3)cc1,19,1,i,-6,0.8,-12,-6,4,-0.1,3
Cc1ccccc1NC(=O)C(C)OC(=O)CNS(=O)(=O)c1ccc(C#N)cc1 (centres undefined),-10,0,i,-3,0.4,3,3,-5,-0.1,-9
COC(=O)c1ccc(Cn2cnc3c(cnn3-c3ccc(Cl)cc3)c2=O)o1,8,0,i,-3,0.3,4,1,-4,-0.3,-3
COc1ccccc1C(O)(C(=O)NN(C)c1ccccc1)c1ccccc1OC,11,1,i,-14,-1.1,2,5,5,0.2,-2
COc1ccc(N2CC(C(=O)Nc3cc(C)on3)CC2=O)cc1 (centres undefined),-8,-1,i,3,-0.8,-2,0,5,-0.1,-1
Oc1ccc(C[C@H]2CNCCN2CCc2cc(C(F)(F)F)cc(C(F)(F)F)c2)cc1,-9,1,i,-2,-3.4,-11,0,-6,-0.1,2
CCN(Cc1nc2cc(Cl)ccc2c(=O)[nH]1)C(=O)c1nn(C)c(=O)c2ccccc12,-113,-1,i,-2,-0.7,-1,-2,24,-0.2,0
Oc1ccc(/C=N/N2CCN(c3ccccn3)CC2)cc1,9,2,i,8,-1.3,0,-2,5,0.1,-5
O=C(Nc1ccc(S(=O)(=O)NC2CCCCC2)cc1)c1ccc(Br)o1,5,-1,i,-1,-1.1,3,-4,-3,0.1,-7
CN(C)C(=O)CSc1nnc2sc3ccccc3n12,10,-1,i,-2,-1.5,4,1,1,-0.6,-7
O=C(C1CC1)N1CCc2cc(S(=O)(=O)NCCCN3CCCCC3)ccc21,10,1,i,-2,-0.7,0,-1,-4,-0.3,-8
Cc1nn(-c2cc(N3CCOCC3)ccc2N)c(=O)c2ccccc12,6,-1,i,6,-0.8,5,0,1,-1.0,-8
Cn1c(=O)c2c(ncn2CC(=O)O)n(C)c1=O,-3,-1,i,2,-1.9,0,-2,0,-0.6,.
COc1ccc(CNc2nc3ccccc3n2Cc2ccc(C)cc2)cc1OC,-10,3,i,2,1.6,-2,2,-5,-0.5,-4
Cc1cc(C)c(C)c(OCCNCc2ccccc2)c1,6,0,i,-3,-2.7,-2,-5,-8,-0.8,-6
COc1ccc2[nH]cc(CCNC(=O)C3CCCO3)c2c1 (centres undefined),-2,3,i,-3,0.0,1,-7,-1,-1.7,4
CCOc1ccc(C2(C)CC(=O)N(C)C2=O)cc1 (centres undefined),7,0,i,-1,0.7,5,0,-9,-0.3,-6
O=C(NC(=S)Nc1ccc2[nH]c(=O)[nH]c2c1)c1ccccc1[N+](=O)[O-],22,-1,i,-5,-0.6,-10,2,-1,-0.4,-5
COCCCNc1nc2c(-c3cccc(C(F)(F)F)c3)nnn2c2ccccc12,-3,-1,i,3,-1.3,-14,2,-1,0.2,-5
CC1COC2C(O1)N(S(C)(=O)=O)CCN2S(C)(=O)=O (centres undefined),0,-3,i,6,-0.3,-2,2,-9,-1.1,-8
Cn1c2ccccc2c2ncn(Cc3ccco3)c(=O)c21,1,1,i,-2,0.3,-1,-1,-2,-0.4,-5
O=C(c1ccccc1)c1ccc(N2CCN(C(=O)c3cccc(F)c3F)CC2)c(F)c1,-15,0,i,5,2.6,-1,-3,-1,-0.1,-11
COc1ccccc1N1CCN(C2CC(=O)N(c3cccc(Br)c3)C2=O)CC1 (centres undefined),11,-1,i,1,-4.7,-14,-4,0,0.2,9
Cc1ccc(NC(=O)c2ccc(NS(=O)(=O)/C=C/c3ccccc3)cc2)nc1,-11,0,i,2,0.7,9,-1,2,-0.6,10
